# Screening results from PubChem BioAssay.
# MEKK3 PB1 HTS = modulators of MEKK3-MEK5 PB1 binding, primary screen, biochemical, wildtype MEKK3, multiplex bead flow cytometry, Alexa488-MEK5; bead-based flow cytometry, Alexa488-MEK5 binding to MEKK3; actives lie on both sides; 0 = blocked by unlabeled MEK5, 100 = vehicle; binding response (% of control), % at 10 µM; 290,000 compounds, 1.4% hits; AID 1529, 2009;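 active = binding response more than 3 SD above or below the average of its plate-row segment, actives on both sides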;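 note: Alexa488 bead fluorescence after subtracting the streptavidin-only scavenger bead signal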
# Target sequence (Q99759 whole entry, looked up): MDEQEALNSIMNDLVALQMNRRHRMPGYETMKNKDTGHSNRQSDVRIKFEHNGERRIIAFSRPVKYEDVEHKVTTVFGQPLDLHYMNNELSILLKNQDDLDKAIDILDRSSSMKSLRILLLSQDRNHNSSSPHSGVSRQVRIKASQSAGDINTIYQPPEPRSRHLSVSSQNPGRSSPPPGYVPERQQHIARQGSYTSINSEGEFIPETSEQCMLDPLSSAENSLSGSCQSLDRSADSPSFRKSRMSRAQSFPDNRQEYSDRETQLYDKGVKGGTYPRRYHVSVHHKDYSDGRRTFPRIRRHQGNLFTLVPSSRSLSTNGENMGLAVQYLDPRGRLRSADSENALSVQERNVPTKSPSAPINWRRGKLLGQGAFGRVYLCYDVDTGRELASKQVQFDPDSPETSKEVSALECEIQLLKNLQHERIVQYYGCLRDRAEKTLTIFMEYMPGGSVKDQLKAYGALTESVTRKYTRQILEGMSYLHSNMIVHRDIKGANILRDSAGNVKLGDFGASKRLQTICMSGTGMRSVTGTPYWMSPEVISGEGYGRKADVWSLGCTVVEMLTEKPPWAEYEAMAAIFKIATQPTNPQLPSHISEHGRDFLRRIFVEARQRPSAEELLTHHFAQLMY
# IMP-1 inh = IMP-1 metallo-beta-lactamase inhibitors, primary screen, biochemical, epi-absorbance readout, Pseudomonas aeruginosa enzyme; AID 1556, 2009; metallo-beta-lactamase IMP-1 (Pseudomonas aeruginosa); 290,000 compounds, 0.45% hits; inhibition, % at 5.6 µM; purified IMP-1, nitrocefin hydrolysis, epi-absorbance fluorescence;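 active = inhibition above the mean plus 3 SD of all compounds in the same screening run, cut at about 4.5% in these data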;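 note: 0% = IMP-1 with DMSO and 100% = DMSO wells lacking enzyme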
#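 System: purified IMP-1 / Input: IMP-1 dispensed at 0.2 nM / Medium: 50 mM HEPES pH 7.1, 50 µM ZnSO4, 0.05% Brij 35 / Timing: 15 min enzyme–compound preincubation, then 25 min nitrocefin reaction, 25 °C / Technique: plate fluorescence quenching by hydrolysis product, ex 480/em 530 nm / Repeats: singlicate testing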
# IDE act = human IDE activators in live cells, primary screen, fluorescence polarization, HEK cells, FAbeta-B substrate | Insulin-degrading enzyme (Homo sapiens), P14735 | FAbeta-B cleavage; 0% vehicle, 100% cell-free pure enzyme wells | activation, % at 5.96 µM | 340,000 compounds, 0.073% hits;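 active = activation above the mean of all tested compounds plus 3 SD, set per screening campaign, cut at about 17% in these data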
# PHOSPHO1 block = PubChem AID 1565; 290,000 compounds, 1.1% hits; inhibition, % at 13.3 µM; recombinant PHOSPHO1, absorbance phosphatase assay; in the data active = inhibition above about 60%
# Target sequence (Q8TCT1 whole entry, looked up): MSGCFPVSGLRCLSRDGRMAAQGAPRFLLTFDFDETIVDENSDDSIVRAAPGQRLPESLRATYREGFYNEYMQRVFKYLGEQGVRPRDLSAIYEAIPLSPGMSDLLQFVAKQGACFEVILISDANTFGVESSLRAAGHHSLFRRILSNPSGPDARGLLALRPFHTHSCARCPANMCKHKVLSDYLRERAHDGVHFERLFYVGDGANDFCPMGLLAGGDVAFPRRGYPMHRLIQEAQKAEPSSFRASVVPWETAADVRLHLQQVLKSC
# FID counter = compounds displacing fluorescent DNA intercalator, primary screen, artefact control for HCV NS3 helicase inhibitor project, biochemical, FID fluorescence | DNA fluorescent intercalator displacement | inhibition, % at 7.9 µM | 290,000 compounds, 0.17% hits; in the data active = inhibition above about 37%;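 note: 0% = vehicle and 100% = reference compound; higher means more ethidium bromide displaced from hairpin DNA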
# VIM-2 inh = VIM-2 metallo-beta-lactamase inhibitors, primary screen, biochemical, epi-absorbance readout, Pseudomonas aeruginosa enzyme; inhibition, % at 5.6 µM; 290,000 compounds, 0.89% hits; purified VIM-2, nitrocefin hydrolysis, epi-absorbance fluorescence;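 active = inhibition above the mean of all tested compounds plus 3 SD, cutoff set per screening run, cut at about 7.5% in these data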;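 note: red hydrolysis product quenches plate fluorescence so inhibitors raise well fluorescence; 0% = enzyme with DMSO and 100% = DMSO without enzyme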
# NS3 helicase inh = inhibitors of HCV NS3 helicase, primary screen, biochemical, Cy5 molecular beacon fluorescence; Hepatitis C virus NS3 helicase; NS3 helicase DNA unwinding; inhibition, % at 10.9 µM; 290,000 compounds, 0.56% hits; AID 1800, 2009;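 active = inhibition above the mean of all tested compounds plus 3 SD, set per campaign, cut at about 35% in these data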;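 note: 0% = DMSO wells and 100% = thioflavine S control wells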
#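 test system = hepatitis C virus NS3 helicase domain fragment enzyme | reagent = annealed dual-labelled DNA beacon duplex, ATP-started | times = 1 h at 25 °C | detection = Cy5 fluorescence, 0 and 60 min reads | read-out basis = percent inhibition from t60/t0 fluorescence ratio | control set = DMSO and thioflavine S | replication = one well per compound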
# UBC9 SUMO inh = inhibitors of in vitro SUMOylation cascade, primary screen, biochemical, HTRF, uHTS; AID 2006, 2009; HTRF SUMOylation assay, SAE1/SAE2 + UBC9; SUMO-conjugating enzyme UBC9 (Homo sapiens), P63279; 290,000 compounds, 0.36% hits; inhibition, % at 35 µM; in the data active = inhibition above about 50%, passing the limit was not always enough; note: strong numbers were not always called active
# Target sequence (P63279 whole entry, looked up): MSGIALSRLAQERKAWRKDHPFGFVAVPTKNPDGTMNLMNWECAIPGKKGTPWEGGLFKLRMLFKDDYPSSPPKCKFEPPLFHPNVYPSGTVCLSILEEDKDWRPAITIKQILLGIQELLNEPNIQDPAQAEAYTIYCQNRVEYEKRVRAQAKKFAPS
# pCIP destab = p/CIP-EGFP fusion destabilizers, primary screen, fluorescence, F442A cells; Q05BA5; 16 h; decrease of EGFP signal, % at 10 µM; 290,000 compounds, 0.01% hits; AID 1984, 2009;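 active = EGFP signal decrease of at least 30% at 10 µM or well 3 SD below plate mean, unless failing retest; inactive = the rest, including hits failing retest or dose response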; note: some compounds called inactive have numbers as strong as hits; many of its hits are not listed in these tables
# An asterisk follows results filed as active; nt = not tested or not shown. Only part of the results is shown. The share of hits here may be higher or lower than overall.
SMILES,MEKK3 PB1 HTS,IMP-1 inh,IDE act,PHOSPHO1 block,FID counter,VIM-2 inh,NS3 helicase inh,UBC9 SUMO inh,pCIP destab
c1ccc2[nH]c3cc4ncnc4cc3nc2c1,92.0,-1.2,2.5,-3.4,-3.4,-1.2,-2.1,29.3,-19.0
Cc1ccc(-c2nnn(CC(=O)N(Cc3ccccc3F)C(C(=O)NC3CCCC3)c3ccncc3)n2)o1 (stereo not given),94.0,-0.2,-4.1,-12.8,-30.3,0.1,16.3,-42.5,8.6
CC(C)OP(=O)(c1ccc(N(C)C)cc1)C(O)c1c(Cl)cccc1Cl (stereo not given),106.0,-2.9,4.8,-7.4,-28.6,-1.2,5.4,26.1,3.8
Cc1ccsc1/C=N/N=C/c1sccc1C,103.0,-3.1,-8.0,-13.0,-9.0,-0.7,-6.3,3.8,-21.4
COc1cccc(C2=CC(c3ccccc3)n3nnnc3N2)c1 (stereo not given),nt,-1.1,-0.8,19.4,-6.2,-0.4,-6.3,-4.3,-19.8
O=C(NCc1ccccc1)C1=C[C@@H](C2CC2)C[C@@H](OCCCCO)O1,93.0,-1.4,4.8,30.4,-12.8,-1.4,-10.8,-11.8,-5.7
COC(=O)CC1C(=O)NCCN1C(=O)CSc1nc2ccccc2c(=O)n1CC(C)C (stereo not given),101.0,-3.6,7.0,42.4,-23.6,-3.8,7.4,5.9,-7.8
O=C(NCCc1ccccn1)C(F)(F)C(F)(F)C(F)(F)C(F)(F)C(F)(F)C(F)F,98.0,-1.5,4.2,13.4,-6.5,1.1,-3.4,-4.6,1.9
Cc1ccc(NC(=O)NC(=O)CSc2nnnn2C)c(C)c1,106.0,0.5,-0.6,-1.0,-11.7,-2.0,-3.6,0.7,1.5
Cc1cccc(CNC(=O)c2ccccc2NC(=O)C2=CSCCO2)c1,103.0,1.5,-1.0,52.9,-23.2,-1.8,24.1,14.1,-2.4
CC(C)c1nnc(NC(=O)CCC(=O)NC2CCCCC2)s1,125.0,-1.4,nt,25.4,-0.7,0.0,-14.9,-0.5,-5.9
O=S(=O)(c1cccs1)n1cnc2ccccc21,95.0,-3.8,7.1,0.9,3.1,-3.0,2.0,19.7,-2.2
CC(=O)c1c(C)nn(CC(O)Cn2c3c(c4cc(C)ccc42)CCCC3=O)c1C (stereo not given),103.0,-3.2,5.8,-15.9,-15.6,-1.0,0.4,41.5,-12.4
Nc1ccccc1C(=O)NCCN1CCNC1=O,104.0,-2.2,3.6,2.8,0.2,-1.7,-1.3,14.8,3.1
COc1ccc(CCNC(=O)CN2C(=O)NC(C)(c3ccc([N+](=O)[O-])cc3)C2=O)cc1 (stereo not given),108.0,-0.7,5.2,-3.2,-0.5,-1.4,-3.1,-12.9,-22.0
CC1CCCCN1CC(=O)NC(=O)NCc1ccccc1 (stereo not given),98.0,-0.9,0.6,-13.3,-7.0,-1.5,-3.3,2.3,-10.0
O=C(O)c1cc(Cl)c2c(c1)OCO2,105.0,0.4,6.9,10.0,-3.2,-2.3,19.7,25.9,-0.6
CN1CCN(NC(=O)/C=C/c2ccc(C(C)(C)C)cc2)CC1,97.0,-3.0,2.4,16.2,20.8,0.6,-23.7,-12.0,8.6
COc1ccc(C2(O)CCN(C(=O)Cc3cccnc3)CC2)cc1,102.0,-2.1,0.8,-22.6,-7.1,-1.8,-0.2,12.1,-10.4
Cc1ccc(OCC(O)CN2CCN(CC(O)COc3ccc(C)cc3)CC2)cc1 (stereo not given),103.0,-2.0,-0.1,9.6,5.8,-2.1,-17.6,3.5,-17.0
Cc1ccc(NC2=C(Cl)C(=O)OC2OC(=O)c2ccccc2)c(C)c1 (stereo not given),95.0,-1.8,5.0,1.8,-7.9,-1.5,-0.5,-20.8,11.0
COc1ccc(N2CCN(c3nc(Nc4ccc(F)cc4)nc(OC)n3)CC2)cc1,103.0,-0.9,nt,3.9,0.6,-3.9,3.7,1.7,1.1
O=C(CN(c1ccccc1)S(=O)(=O)c1ccccc1)Nc1ccccc1C(=O)NCc1ccco1,97.0,-2.7,-1.9,-8.8,-14.9,-3.2,3.6,-0.3,-10.8
N#Cc1cc(C(=O)c2ccccc2O)cn(-c2ccc(Cl)cc2)c1=O,98.0,5.4*,nt,27.1,-3.7,3.4,-4.0,15.8,-21.6

# Look-ups from the entries so far:
# Nc1ccccc1C(=O)NCCN1CCNC1=O @ IDE act = 3.6
# COc1ccc(N2CCN(c3nc(Nc4ccc(F)cc4)nc(OC)n3)CC2)cc1 @ FID counter = 0.6
# COc1ccc(C2(O)CCN(C(=O)Cc3cccnc3)CC2)cc1 @ FID counter = -7.1

# Next structures:
SMILES,MEKK3 PB1 HTS,IMP-1 inh,IDE act,PHOSPHO1 block,FID counter,VIM-2 inh,NS3 helicase inh,UBC9 SUMO inh,pCIP destab
CCCc1nc2c(=O)n(C)c(=O)[nH]c2n1C,nt,-5.2,6.0,18.6,0.2,-1.0,-6.2,19.3,-4.6
Cc1ccc(C(=O)C(C)N2C(=O)NC(C)(c3ccccc3)C2=O)cc1 (stereo not given),105.0,-1.5,0.8,24.9,-12.1,-1.9,4.9,15.1,18.6
Nc1nc(NCCOCCO)nc(NCC2CCCO2)c1[N+](=O)[O-] (stereo not given),95.0,-3.3,0.2,1.0,-6.0,-2.7,2.0,17.5,3.9
Cc1cc(C)c2c(N=NN3CCCCC3)[nH]nc2n1,101.0,-3.6,3.5,-23.5,-8.4,-4.8,6.7,4.5,3.6
CC1CN(C(=S)SCC(=O)c2ccccc2)CC(C)O1 (stereo not given),106.0,-3.4,4.3,15.8,-15.3,-1.7,-8.8,-7.4,-2.2
CC1=CC(C)(C)Nc2ccc(OC(=O)C(Cc3ccccc3)N3C(=O)C4CCCCC4C3=O)cc21 (stereo not given),103.0,-2.0,4.6,21.5,-27.5,-2.3,0.2,-7.1,-13.3
NS(=O)(=O)c1ccc(CCNC(=O)c2ccc(Cl)cc2[N+](=O)[O-])cc1,100.0,-2.6,2.5,24.9,1.4,-1.7,-1.0,19.0,1.9
COc1ccc(CCNC(=O)C(=O)NCc2ccc(C(C)C)cc2)cc1OC,75.0,-5.0,5.7,31.4,-8.1,-1.8,-0.6,-11.1,1.3
Cc1nc(SCC(=O)N2CCCc3ccccc32)c2oc3ccccc3c2n1,104.0,0.7,2.5,20.9,-1.8,3.2,-2.0,13.2,19.7
O=C(NCCN1CCOCC1)/C(=C\c1ccccc1Cl)NC(=O)c1ccccc1,104.0,3.1,9.1,-3.7,6.8,0.5,-11.2,3.4,-14.4
O=C(CCn1c(=O)[nH]c2ccccc2c1=O)Nc1ccccc1,97.0,-2.2,-1.8,13.5,0.1,0.4,5.3,15.2,0.2
COc1ccccc1NC(=O)N1CCN(c2cccc(C(F)(F)F)c2)CC1,99.0,-2.6,4.2,17.3,-19.5,-0.2,-0.6,-6.4,-4.3

# IMP-1 inh: hit marks shown above.
structure	MEKK3 PB1 HTS	IMP-1 inh	IDE act	PHOSPHO1 block	VIM-2 inh	NS3 helicase inh	UBC9 SUMO inh	pCIP destab
N#Cc1cc(C(=O)c2ccccc2O)cn(-c2ccc(Cl)cc2)c1=O	98.0	5.4*	nt	27.1	3.4	-4.0	15.8	-21.6

# Additional results:
SMILES,MEKK3 PB1 HTS,IMP-1 inh,IDE act,PHOSPHO1 block,FID counter,VIM-2 inh,NS3 helicase inh,UBC9 SUMO inh,pCIP destab
CC(c1ccccc1)c1nnc(N)s1 (stereo not given),98.0,-2.1,-2.7,47.7,-2.5,1.7,14.7,5.8,-11.9
COC(=O)CCC(=O)OC1(C)C(=O)C=C2C=C(C3CC3)N(c3ccccc3)C=C2C1=O (stereo not given),95.0,nt,-0.1,13.3,nt,nt,nt,17.4,-11.9
Cc1cc(C)cc(NC(=O)CCOc2ccccc2)c1,103.0,-2.8,0.4,nt,-11.0,-1.4,-13.5,-7.2,-11.6
Cc1ccc(C(=O)N/C(=C/c2ccc(Cl)cc2)C(=O)NCC2CCCO2)cc1 (stereo not given),105.0,-3.1,2.5,-4.0,-20.9,-3.1,1.5,-2.1,7.4
Cc1ccc(/C=C/C(=O)O)cc1S(=O)(=O)N1CCC(Cc2ccccc2)CC1,88.0,-1.1,-3.4,15.7,-28.5,-0.9,12.5,11.6,0.1
CCOC(=O)c1c(C)[nH]c(C(=O)COC(=O)COc2ccccc2C)c1C,92.0,-0.4,0.8,2.9,-13.1,0.9,-4.7,-12.5,-9.0
COc1ccc(CNc2ncnc3c2[nH]c2ccccc23)cc1,93.0,-2.3,nt,-14.9,15.0,-1.4,-12.1,-5.6,-8.7
O=C(Nc1cc(Cl)cc(Cl)c1)c1ccc(Cn2c(=O)[nH]c3ccsc3c2=O)cc1,114.0,-1.2,11.7,-3.7,-3.7,-1.8,-2.3,23.2,-11.2
Cc1onc(-c2c(F)cccc2Cl)c1C(=O)Nc1ccccc1N1CCOCC1,96.0,-2.7,8.6,7.4,-28.1,-1.1,-5.2,14.7,-14.8
O=C(NCCc1ccccc1)c1ccc2c(c1)OCCO2,101.0,-1.2,-5.3,9.0,-6.6,-0.8,-2.7,3.7,-0.8
COc1ccc(/C=C/C(=O)Oc2cc(C)[nH]c(=O)c2[N+](=O)[O-])cc1OC,90.0,-3.8,4.2,-2.0,3.9,-1.0,1.8,15.6,-3.7
CC(=O)N(CCN(C(C)=O)c1ccccc1)c1ccccc1,101.0,-0.4,-0.2,39.3,-5.7,2.3,-0.9,19.0,-8.9
Clc1ccccc1-c1nnc2sc(-c3ccc(Br)o3)nn12,101.0,0.1,3.3,79.7*,-22.9,-1.6,8.1,3.8,9.2
COCCn1c(COc2cccc(OC)c2)nnc1SCC(=O)N1CCOCC1,99.0,0.8,5.6,29.7,-6.8,1.6,0.8,-1.5,3.5
CCCCNC(=O)COC(=O)c1cc(C)oc1C,97.0,-0.8,4.4,32.0,-2.4,-0.4,-3.0,23.2,3.9
C=CCOc1c(Br)cc(CNn2c(C)n[nH]c2=S)cc1OCC,104.0,-6.1,-2.6,-115.0,-33.0,-3.0,-21.4,-4.8,-5.2
CC1CCCCN1C(=O)CSc1nnc(-c2cccnc2)o1 (stereo not given),98.0,-2.3,6.1,18.4,-11.8,-1.3,2.4,2.4,-4.0
COCn1c(COc2ccc3ccccc3c2)nc2ccccc21,91.0,-1.9,3.9,11.1,-20.5,-2.1,-8.2,-38.6,-19.9
O=C(O)c1cccc(Cn2c(Cl)c(/C=N/NC(=O)c3cccc(O)c3)sc2=O)c1,109.0,-2.9,6.6,18.9,-23.1,-1.1,3.9,-6.8,1.0
COc1cccc(OCC(=O)Nc2ccccc2C(=O)Nc2ccc(C(=O)O)cc2)c1,78.0,-0.1,-3.8,35.2,-46.5,0.0,16.1,1.0,-3.4
